Screening data as filed in PubChem BioAssay.
Scp-1 inhibitor – Scp-1 phosphatase inhibitors, primary screen, biochemical, colorimetric, uHTS | Carboxy-terminal domain RNA polymerase II polypeptide A small phosphatase 1 (Homo … | Recombinant Scp1, phosphopeptide, malachite green phosphate absorbance | inhibition, % at 20 µM | 340,000 tested, 0.88% active;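 active means inhibition above about 50% at 20 µM, limit read from the data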;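 further: plate controls were DMSO wells with enzyme for no effect and wells lacking enzyme for full effect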
Target sequence (Q9GZU7 76-261 limits assumed): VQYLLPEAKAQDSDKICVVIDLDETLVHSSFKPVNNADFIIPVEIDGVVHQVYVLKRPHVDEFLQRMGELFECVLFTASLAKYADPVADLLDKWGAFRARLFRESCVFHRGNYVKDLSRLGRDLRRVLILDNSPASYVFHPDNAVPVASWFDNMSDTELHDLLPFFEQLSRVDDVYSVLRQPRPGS
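Test system – truncated SCP-1 phosphatase (76-261aa) · Reagent – Phosphorylated 17-residue peptide substrate · Incubation – 45 min room-temperature reaction, 5 min colour, 30 min stabiliser · Detection – colorimetric phosphate reagent with accelerator and stabiliser, absorbance at 630 nm · Measure – % inhibition at 20 µM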
NadD inh – inhibitors of S. aureus NadD, primary screen, biochemical, colorimetric, uHTS; Nicotinate-nucleotide adenylyltransferase NadD (Staphylococcus aureus N315); purified NadD enzyme, colorimetric absorbance read-out; inhibition, % at 20 µM; 360,000 tested, 0.78% active; in the data active means inhibition above about 26%; further: some compounds past the cut are filed as inactive
TbMetRS inhib – T. brucei MetRS inhibitors, primary screen, biochemical, luminescence | methionyl-tRNA synthetase (Trypanosoma brucei brucei) | purified T. brucei MetRS, ATP depletion, Kinase-Glo luminescence | inhibition, % at 11.9 µM | 360,000 tested, 0.4% active | AID 624268, 2012;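 active means inhibition above a per-plate cutoff of the control wells' mean inhibition plus 3 SD, cut at about 5.5% in these data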;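 further: 0% = DMSO wells median and 100% = median of wells with control inhibitor compound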
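Material – parasite MetRS enzyme · Medium – HEPES-MgCl2-KCl buffer plus DTT, spermine, BSA, pyrophosphatase · Reagent – ATP, methionine and E. coli bulk tRNA substrates · Times – 15 min enzyme-compound preincubation, 2 h reaction, 10 min detection, 25 °C · Measured by – luminescence of leftover ATP · Evaluation – percent inhibition relative to median high and low control wells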
CSN deneddyl inh – inhibitors of CSN-mediated cullin deneddylation, primary screen, biochemical, fluorescence polarization, uHTS | 360,000 tested, 0.38% active | Purified CSN, SCF-Nedd8-OG deneddylation | COP9 signalosome complex subunit 5 (Homo sapiens), Q92905 | inhibition, % at 12.5 µM;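 active means pattern-corrected inhibition above about 35%, with an unprinted fluorescence ratio check between 0.5 and 1.5, limit read from the data, passing the limit was not always enough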;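 further: 0% = enzyme with substrate and 100% = substrate without enzyme; some results filed as inactive read as strong as hits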
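Assay system: Purified human Csn5 enzyme expressed in HEK293T cells | Amount: Enzyme 0.24 nM | Measured by: Fluorescence polarization readout | Medium: Tris/NaCl/DTT buffer, pH 7.5 | Compound dosing: One concentration, 12.5 µM, 0.25% DMSO | Times: 90 min incubation of compound, enzyme and substrate at room temperature | Control set: no-enzyme wells high, enzyme-with-substrate wells low | Read-out: % inhibition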
DNMT1 block – human DNMT1 methyltransferase inhibitors, primary screen, biochemical, molecular beacon, fluorescence, HinP1I cleavage, uHTS; inhibition (reported as % activation of signal), % at 10 µM; 360,000 tested, 0.83% active; DNA (cytosine-5)-methyltransferase 1 (Homo sapiens), P26358; AID 588458, 2011; in the data active means inhibition above about 50%
STEP inh – STEP phosphatase inhibitors, primary screen, biochemical, fluorescence intensity, uHTS. 360,000 tested, 0.25% active. recombinant STEP, OMFP fluorogenic substrate. inhibition, % at 20 µM. Tyrosine-protein phosphatase non-receptor type 5 (Homo sapiens), P54829. AID 588621, 2011;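 active means inhibition at 20 µM, scaled per plate between control wells, above about 37%, limit read from the data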;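 further: 0% = DMSO with enzyme and substrate and 100% = substrate only without enzyme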
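Material: STEP (striatal-enriched tyrosine phosphatase) enzyme, cell-free; Compound dosing: 20 µM single dose in 1% DMSO; Technique: fluorescence read at 480 nm ex / 540 nm em; Times: reaction 20 min, ambient temperature; Medium: 50 mM Bis-Tris pH 6.0 with 2.5 mM DTT and 0.005% Tween 20; Also added: OMFP at 25 µM.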
SUMO1 PPI mod – modulators of SUMO1 protein-protein interactions, primary screen, biochemical, uHTS; inhibition, % at 20 µM; 360,000 tested, 0.33% active; AID 602429, 2012; Small ubiquitin-related modifier 1 (Homo sapiens), P63165; SUMO1 binding to a labelled peptide, TR-FRET, 1 h; in the data active means inhibition above about 37%
Target sequence (P63165 whole entry, looked up): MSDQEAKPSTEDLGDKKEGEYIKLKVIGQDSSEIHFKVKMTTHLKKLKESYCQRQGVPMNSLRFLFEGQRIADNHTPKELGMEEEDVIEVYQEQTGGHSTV
PABP1 MLLE inh – inhibitors of PABP1 MLLE–PAM2 peptide binding, primary screen, biochemical, fluorescence polarization, FITC-PAM2, GST-MLLE; AID 588489, 2011; inhibition, % at 20 µM; 360,000 tested, 0.36% active; Polyadenylate-binding protein 1 (Homo sapiens), P11940; in the data active means inhibition above about 35%, passing the limit was not always enough;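 further: plate controls were DMSO wells with GST-MLLE for no effect and wells lacking GST-MLLE protein for full effect; some results filed as inactive read as strong as hits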
Target sequence (P11940 whole entry, looked up): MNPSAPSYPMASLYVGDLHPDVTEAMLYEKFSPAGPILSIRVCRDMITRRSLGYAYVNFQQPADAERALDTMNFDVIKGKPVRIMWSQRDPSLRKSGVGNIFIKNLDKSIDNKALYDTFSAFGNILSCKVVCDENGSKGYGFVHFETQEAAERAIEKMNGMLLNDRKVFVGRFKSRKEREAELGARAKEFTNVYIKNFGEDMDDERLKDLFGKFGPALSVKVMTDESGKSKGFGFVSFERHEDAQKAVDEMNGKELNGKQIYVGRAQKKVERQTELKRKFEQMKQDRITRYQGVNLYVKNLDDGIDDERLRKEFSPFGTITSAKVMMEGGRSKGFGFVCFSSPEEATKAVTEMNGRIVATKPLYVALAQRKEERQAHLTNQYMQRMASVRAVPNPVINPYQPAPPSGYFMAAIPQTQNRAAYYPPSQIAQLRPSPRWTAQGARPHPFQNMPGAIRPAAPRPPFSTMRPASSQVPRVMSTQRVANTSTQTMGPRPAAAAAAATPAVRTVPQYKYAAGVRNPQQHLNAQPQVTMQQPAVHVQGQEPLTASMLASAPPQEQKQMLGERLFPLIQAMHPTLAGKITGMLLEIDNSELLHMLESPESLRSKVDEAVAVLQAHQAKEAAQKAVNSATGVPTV
LMPTP inh – LMPTP phosphatase inhibitors, primary screen, biochemical, fluorescence intensity, uHTS; Low molecular weight phosphotyrosine protein phosphatase (Homo sapiens), P24666; recombinant LMPTP-A, OMFP fluorogenic substrate; inhibition, % at 20 µM; 360,000 tested, 0.22% active; AID 651560, 2012;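 active means compounds that cut the enzyme signal by at least half of the control window in the single-dose screen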;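 further: plate controls were DMSO wells with enzyme plus substrate for no effect and substrate without enzyme for full effect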
Target sequence (P24666 whole entry, looked up): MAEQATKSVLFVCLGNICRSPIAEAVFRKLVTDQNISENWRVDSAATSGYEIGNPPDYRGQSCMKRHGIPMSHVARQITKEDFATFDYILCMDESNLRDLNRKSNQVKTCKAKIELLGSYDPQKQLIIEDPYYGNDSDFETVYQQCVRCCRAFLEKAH
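Assay system: LMPTP-A phosphatase enzyme | Input: 0.625 nM enzyme | Also added: Fluorogenic phosphatase substrate OMFP at 400 µM final | Compound dosing: One test concentration per compound, 20 µM, with 3% DMSO overall | Schedule: 50 min enzyme reaction at room temperature, protected from light | Signal: Fluorescence intensity | Benchmarks: no-enzyme and uninhibited controls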
Rpn11 inh – Rpn11 (PSMD14) deubiquitinase inhibitors, primary screen, biochemical, fluorescence polarization, uHTS. AID 588493, 2011. human 26S proteasome, Ub4-pepOG fluorescence polarization; 20S core pre-blocked with epoxomicin. 360,000 tested, 0.59% active. 26S proteasome non-ATPase regulatory subunit 14 (Homo sapiens), O00487. calls only at 20 µM;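 active means inhibition at 20 µM, scaled to each plate's controls, above about 33%, limit read from the data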
An asterisk follows results filed as active; i = inactive; . = not tested or not shown.

Scp-1 inhibitor	NadD inh	TbMetRS inhib	CSN deneddyl inh	DNMT1 block	STEP inh	SUMO1 PPI mod	PABP1 MLLE inh	LMPTP inh	Rpn11 inh	Molecule
-6	4	0.5	1	-2	0	-2	2	-3.0	i	Cc1cccc(N(C)S(=O)(=O)c2c(C)[nH]c(C)c2C(=O)N2CCCC2)c1
-5	2	0.3	-12	-10	-3	-21	-1	1.2	i	COc1ccc(C(CNc2ccc(S(=O)(=O)N3CCCC3)cc2[N+](=O)[O-])N2CCCC2)cc1 (stereo not drawn)
0	8	0.0	-1	0	-3	-2	-4	-0.6	i	O=C(NCc1ccncc1)Nc1ccc(Cl)cc1Cl
3	4	-1.4	1	-1	-6	-4	-4	3.0	i	Cc1cc(N/N=C\c2ccccc2)nc(-c2ccccc2O)n1
-5	3	0.2	-2	-1	-2	2	-1	-1.0	i	CC1(C)Cc2nc(-c3ccccc3)nc(NNC(=O)c3ccco3)c2CO1
15	-8	-0.4	4	2	-1	-1	6	-0.5	i	O=C(NCCCCc1ccccc1)c1ccc(F)cc1
-5	-3	-1.1	-3	-4	-1	2	-2	0.9	i	COc1ccc(-c2nc(N)sc2C2(O)C(=O)Nc3c(Br)cc(F)cc32)cc1OC (stereo not drawn)
4	-2	-0.1	-3	-2	1	-2	36	-1.3	i	COc1ccc(N2C(=O)CC(Sc3n[nH]c(-c4cccc(C)c4)n3)C2=O)cc1 (stereo not drawn)
.	-8	-0.9	1	-3	-4	0	5	-3.1	i	COCCCN1C(=O)C(CC(=O)NCCN2CCOCC2)CC(C(=O)N(C)C)=C1C (stereo not drawn)
-5	1	-0.3	-4	-2	2	2	8	-0.6	i	CC1(C)CC(=O)C2=C(C1)OC(N)=C(C#N)C2C1C=CCCC1 (stereo not drawn)
-10	-2	-0.7	-2	-1	-1	5	-13	-1.7	i	Cc1ccc(S(=O)(=O)NCCCC(=O)N2CCC(C)CC2)cc1
3	12	-1.2	0	25	5	1	1	0.2	i	O=C(NCc1ccco1)c1cccc2c1C(=O)N(C1CCCCC1)C2

2 consecutive entries out of the list so far:
Scp-1 inhibitor	NadD inh	TbMetRS inhib	CSN deneddyl inh	DNMT1 block	STEP inh	SUMO1 PPI mod	PABP1 MLLE inh	LMPTP inh	Rpn11 inh	Molecule
-10	-2	-0.7	-2	-1	-1	5	-13	-1.7	i	Cc1ccc(S(=O)(=O)NCCCC(=O)N2CCC(C)CC2)cc1
3	12	-1.2	0	25	5	1	1	0.2	i	O=C(NCc1ccco1)c1cccc2c1C(=O)N(C1CCCCC1)C2

Other compounds follow.
Scp-1 inhibitor	NadD inh	TbMetRS inhib	CSN deneddyl inh	DNMT1 block	STEP inh	SUMO1 PPI mod	PABP1 MLLE inh	LMPTP inh	Rpn11 inh	Molecule
7	-1	-0.8	4	-2	-3	-12	-1	-0.6	i	CN(C)C(=O)C(=O)c1cccn1-c1cccc(Cl)c1C#N
-2	-4	0.7	1	6	-3	0	-9	-2.4	i	Cn1ncc2c(NNC(=O)c3ccc(Cl)cc3Cl)ncnc21
-3	1	-0.2	-2	4	0	-1	-10	0.6	i	CCN1C(=O)[C@H]2[C@@H](c3ccc(-c4ccccc4)cc3)N[C@@](C)(C(=O)OC)[C@H]2C1=O
-9	7	1.0	-3	-2	-1	-2	-2	3.2	i	COc1ccccc1[C@@H]1C(c2ccccc2)=NN(c2ccccc2)[C@H]1C(=O)N1CCOC1=O
-1	-5	1.1	6	1	2	2	14	1.7	i	COc1cc2c3nc4n(c(=O)c3n(CC(=O)NCC3CCCO3)c2cc1OC)CCS4 (stereo not drawn)
1	-1	0.2	-5	13	-2	4	6	0.4	i	Cc1ccc(-c2nnn(CC(=O)N(CC(=O)NC3CCCC3)c3cccc(F)c3)n2)o1
-2	2	-0.5	40*	-7	-11	-29	-113	2.8	.	Nc1ccc(/C=C/C(=O)c2cccs2)cc1
-10	4	-0.2	-14	-18	10	-59	-24	16	i	CCN(Cc1ccccc1)c1ccc(N=Nc2nn(C)c(C)c2[N+](=O)[O-])cc1
0	3	-0.2	-2	3	0	-3	-7	-2.2	i	CC1=C(C(=O)Nc2ccccn2)C(c2cccnc2)n2nnnc2N1 (stereo not drawn)
.	.	0.1	-1	.	.	0	.	3.5	.	CCCCCCCCN1C(=O)[C@H](CC(=O)N2CCN(C(=O)c3ccco3)CC2)C[C@@]2(C(=O)OC)CC(C)(C)CC=C12
-13	-6	-0.5	7	0	0	-59	-11	3.7	i	CC(=O)c1ccc(N2CCN(c3ccc(S(=O)(=O)NCCCN(C)C)cc3[N+](=O)[O-])CC2)cc1
-2	-3	0.0	-1	-12	-10	-4	16	1.3	i	O=c1cc(-c2ccc(Cl)c(Cl)c2)[nH][nH]1
-1	-5	-0.7	-1	3	3	14	6	0.5	i	CC(C)CCNC(=O)C1CCC(CNc2c(N3CCC(C)CC3)c(=O)c2=O)CC1 (stereo not drawn)
-1	-3	-0.1	4	5	3	3	4	0.1	i	COc1cccc(-c2csc3ncnc(Sc4nnnn4C)c23)c1
-13	-5	-1.0	-4	4	-1	6	3	-0.4	i	COC(=O)Cc1ccc(NC(=S)N2CCCC(C)C2)cc1 (stereo not drawn)
-1	-3	-1.8	1	-1	-5	3	-8	-3.1	i	CCC(C)(C)NC(=O)c1ccc2c(c1)N(CC(=O)N1CCCC1)C(=O)C(C)(C)O2
-13	-6	-0.7	6	0	-2	4	8	-1.4	i	COc1ccc(S(=O)(=O)N(C)CC(=O)NCCc2ccccc2)cc1OC
3	-2	0.1	6	-2	1	-3	29	0.2	i	CCC1CC2(C)NC(=O)c3c(sc4c3CC(C)(C)OC4)N2C1=O (stereo not drawn)
-4	0	-1.1	-1	27	2	-5	5	-2.2	i	CCOC(=O)c1ccc(Cl)c(NC(=O)c2ccc(-c3ccccc3)cc2)c1
-22	-6	0.4	-1	-2	3	-10	5	-0.5	i	COc1ccc(-c2c(C#N)sc(C(N)=O)c2-c2ccc(OC)cc2)cc1
2	3	-0.7	-3	-16	21	4	4	0.6	i	COc1ccc(CN2C(=O)c3cccnc3C2Nc2cc(Cl)c(OC)cc2OC)cc1 (stereo not drawn)
-5	4	0.1	2	-1	3	-3	0	-0.3	i	CCN(C(=O)CN1CCCCC1)C1(C)C(=O)c2ccccc2C1=O
-3	5	0.4	1	-10	-1	-3	3	1.3	i	COc1ccc(NS(=O)(=O)c2cc(NC(=O)c3cccnc3Cl)ccc2N2CCCC2)cc1
.	5	-0.3	4	1	0	-2	-3	-0.6	i	COc1cc(CNC[C@H]2O[C@@H](n3ccc(N)nc3=O)[C@H](O)[C@@H]2O)ccc1OCc1ccc(C)cc1
-2	-6	-0.8	-2	6	-2	24	-9	-1.7	i	O=C1C2CC=CCC2C(=O)N1c1ncn[nH]1 (stereo not drawn)
-14	-1	-0.1	-3	6	0	-6	9	-2.4	i	COC(CN(C(=O)CCl)C(C(=O)NC1CCCCC1)c1ccc(Cl)cc1)OC (stereo not drawn)
-3	10	-0.7	0	6	-3	-1	16	-0.6	i	OC(COc1ccccc1)CN1CCN(c2ncccn2)CC1 (stereo not drawn)
-4	-1	-1.0	0	0	0	-1	7	1.0	i	O=C(NCc1ccccc1)c1cc2nc(C3CC3)cc(C(F)(F)F)n2n1
-7	-1	0.4	9	-12	-4	-1	-8	-0.4	i	CC(OC(=O)c1cc2ccccc2[nH]1)C(=O)N(C)c1ccccc1 (stereo not drawn)
3	-2	-0.6	-8	0	0	0	10	0.3	i	CCNc1nc(C23CC4CC(CC(C4)C2)C3)cs1
-3	2	-0.9	-3	-2	-1	-23	1	0.5	i	Cc1ccnc(NC(=O)c2cc3ccccc3oc2=O)c1
-2	-4	-0.5	-6	1	-5	-27	-5	0.1	i	CCCCNC(=O)c1ccc2c(c1)S(=O)(=O)c1ccccc1C2=O
-13	-5	-0.3	-3	0	2	-2	-5	-1.7	i	COC(=O)Cc1c(C(=O)OC)nnn1-c1ccc(OC)cc1
-2	-8	-0.2	-2	0	-1	7	2	2.4	i	O=S1(=O)CCOC[C@H](Cc2ccccc2)N1Cc1cccc(C(F)(F)F)c1
-7	-3	0.0	-2	0	2	-1	14	-1.5	i	O=C(CCN1C(=O)/C(=C/c2ccccc2F)SC1=S)NCCc1ccc(O)cc1
-10	-6	0.5	9	3	2	-5	0	-0.6	i	Cc1ccc(OCC(=O)Nc2ccc(NC(=O)c3ccco3)cc2)c(C)c1
-7	-5	0.2	-3	0	0	2	-8	2.2	i	CS(=O)(=O)c1cnc(-c2ccccc2)nc1-c1ccccc1Cl
-8	-2	4.6	0	0	-3	9	-9	8.3	i	CCCCn1c(N)nc2ccccc21
-11	-12	-0.9	5	-1	-2	1	30	0.1	i	COc1cc(C(=O)NC(=S)Nc2csc(-c3ccc(F)cc3)n2)cc(OC)c1OC
0	-1	0.0	0	0	-2	4	7	-1.4	i	Cc1ccc(N2C(=O)C3C4C=CC(CC4)C3C2=O)cc1Br (stereo not drawn)
-12	17	-0.3	-3	3	-2	-2	-3	1.1	i	COc1ccc(-c2csc(NC(=O)c3ccc(S(=O)(=O)N4CCc5ccccc5C4)cc3)n2)cc1
.	14	0.1	6	-5	0	-15	-21	1.7	i	O=c1cc(CN2CCN(c3ccccc3F)CC2)c2c(ccc3ccccc32)o1
